Source: PubChem
Mtb BioA inh – blocks M. tuberculosis BioA enzyme activity; purified M. tuberculosis BioA enzyme, plate reader; 0.096% of 360,000 active; inhibition, % at 9.99 µM; AID 602481; in the data active means inhibition above about 40%; inconclusive means no clear call, values can overlap the other calls
BoNT A protease – BoNT A light chain protease inhibition; multiplex microsphere protease substrate cleavage, flow cytometry; 0.17% of 360,000 active; inhibition, % at 10 µM; AID 588499; further: plate controls were buffer without enzyme for full effect and enzyme alone for no effect
GDH-TPI inh – GDH-TPI coupled enzyme inhibition counter-screen; GDH-TPI coupled enzyme counterscreen, NADH absorbance; inhibition, % at 4.8 µM; 1.2% of 360,000 active; AID 588335; in the data active means inhibition above about 30%;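 further: 0% = DMSO wells and 100% = wells lacking the enzyme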
PfHsp40 yeast – compounds rescuing yeast from Plasmodium falciparum HSP40 toxicity; growth rescue, % at 12.5 µM; 0.68% of 340,000 active; AID 504582; S. cerevisiae expressing PfHsp40, growth rescue, ATP luminescence; in the data active means growth rescue above about 28%, passing the limit was not always enough; inconclusive means no clear call, values can overlap the other calls;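 further: yeast W303a lacking pdr1 and pdr3 grown in galactose medium; growth measured after three days at 30 °C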
UGM FP inh – inhibitors of M. tuberculosis UDP-galactopyranose mutase; P9WIQ1; purified UGM, fluorescence polarization probe displacement; inhibition, % at 10 µM; 0.06% of 320,000 active; in the data active means inhibition above about 10%, passing the limit was not always enough; inconclusive means no clear call, values can overlap the other calls
Target sequence (P9WIQ1 whole entry, looked up): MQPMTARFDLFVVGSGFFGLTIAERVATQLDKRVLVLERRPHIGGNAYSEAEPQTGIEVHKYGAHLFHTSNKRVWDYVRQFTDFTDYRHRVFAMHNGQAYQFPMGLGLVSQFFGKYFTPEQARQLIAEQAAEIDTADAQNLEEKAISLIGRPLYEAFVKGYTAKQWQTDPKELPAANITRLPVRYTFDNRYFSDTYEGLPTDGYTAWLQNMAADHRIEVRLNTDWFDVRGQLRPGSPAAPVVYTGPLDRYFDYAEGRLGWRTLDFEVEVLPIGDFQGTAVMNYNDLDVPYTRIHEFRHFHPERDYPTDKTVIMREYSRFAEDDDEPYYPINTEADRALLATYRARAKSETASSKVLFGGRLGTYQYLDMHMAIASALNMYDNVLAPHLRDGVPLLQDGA
BoNT-F LC inh – blocks Botulinum neurotoxin F light chain protease; AID 588497; 0.22% of 360,000 active; inhibition, % at 10 µM; Multiplex microsphere protease cleavage assay, flow cytometry; in the data active means inhibition above about 35%, passing the limit was not always enough; inconclusive means no clear call, values can overlap the other calls; further: plate controls were buffer without enzyme for full effect and enzyme alone for no effect
Anthrax LF prot – inhibitors of Bacillus anthracis lethal factor protease. P15917. multiplex microsphere protease cleavage assay, LF. inhibition, % at 10 µM. 0.12% of 360,000 active. AID 588501; further: plate controls were buffer without enzyme for full effect and enzyme alone for no effect
FadD28 binding – blocks FadD28 binding to the bisubstrate probe. fluorescence polarization. inhibition, % at 12.5 µM. 0.22% of 360,000 active; in the data active means inhibition above about 8.5%, passing the limit was not always enough; inconclusive means no clear call, values can overlap the other calls
Mtb FBA inh – Mtb fructose-bisphosphate aldolase inhibition; P9WQA3; purified M. tuberculosis FBA, fluorescence read-out; inhibition, % at 1 µM; 2.3% of 360,000 active; in the data active means inhibition above about 27%;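 further: 0% = vehicle and 100% = reference inhibitor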
Target sequence (P9WQA3 whole entry, looked up): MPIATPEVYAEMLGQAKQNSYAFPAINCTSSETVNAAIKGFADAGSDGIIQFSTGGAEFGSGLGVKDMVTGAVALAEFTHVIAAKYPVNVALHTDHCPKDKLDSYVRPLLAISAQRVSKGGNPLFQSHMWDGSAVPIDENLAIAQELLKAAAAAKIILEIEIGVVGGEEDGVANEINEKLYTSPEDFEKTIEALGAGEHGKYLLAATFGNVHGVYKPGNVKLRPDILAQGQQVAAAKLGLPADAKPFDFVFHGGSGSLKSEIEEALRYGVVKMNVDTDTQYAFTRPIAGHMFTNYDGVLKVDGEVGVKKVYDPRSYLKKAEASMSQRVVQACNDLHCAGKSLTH
Starred values were filed as active, the others as inactive; u = inconclusive; x = no result given; + = active, no number; & = joins results of further samples. Unless noted, no stated cut-off is given here; in the data, active means inhibition above about 30%; inconclusive means no clear call, values can overlap the other calls; inactive means below that.

SMILES	Mtb BioA inh	BoNT A protease	GDH-TPI inh	PfHsp40 yeast	UGM FP inh	BoNT-F LC inh	Anthrax LF prot	FadD28 binding	Mtb FBA inh
CCCCCC(=O)Nc1ccc(C(=O)COC(=O)CN2C(=O)NC3(CCCC3)C2=O)cc1	x	-0.3	3	3.7	-0.8	-8	-2	-3.9	-1
COc1ccc(-n2c(O)c(C(C)=NCCN3CCNCC3)c(=O)[nH]c2=O)cc1	-0.4	3.2	-2	-0.9	3.4	6	1	-2.7	0
O=c1cc(CSc2ccc(Cl)cc2)nc(N2CCOCC2)[nH]1	-4.7	-0.2	-3	0.3	2.9	-11	0	-0.7	-2
CC(=O)CSc1ncnc2sc3c(c12)CCC(C)C3 (stereo unspecified)	x	-0.3	10	6.5	-1.8	-3	-2	-0.9	2
COc1cc(OC)nc(C(NC(=O)C2CCN(Cc3ccc(N(C)C)cc3)CC2)c2ccc(F)cc2)n1 (stereo unspecified)	-0.9	-0.3	0	x	x	-4	-9	-4.2	1
O=C(O)c1ccn(Cn2cnc3ccccc32)n1	-0.4	0.0	8	-1.4	-0.5	-4	1	-1.9	-2
CC(C)CCN1CCN(C2CCN(c3ccc4c(c3)OCO4)CC2)CC1CCO (stereo unspecified)	-0.1	0.2	-3	1.1	1.9	-1	0	1.4	2
COc1cccc(COC(=O)C2CCN(S(=O)(=O)c3ccc(F)cc3)CC2)c1OC	-0.3	1.0	-5	1.5	x	-9	1	-3.2	-1
N#Cc1c(NCCN)nc(-c2ccco2)c2c1CCCC2	x	2.6	6	-0.2	0.6	-10	0	-2.7	14
O=C(CSc1n[nH]c(Cc2ccccc2)n1)Nc1ccccc1Br	-3.0	-3.0	0	0.1	0.3	1	-9	-0.5	0
CCCN(CCC)CCCNC(=O)c1cn(CC)c2ccc(S(=O)(=O)N3CCc4ccccc4C3)cc2c1=O	15	-0.2	6	1.1	-1.4	-3	-6	-3.9	6
COc1cccc(-c2nc(CS(=O)(=O)CC(=O)NCCC(C)C)c(C)o2)c1	-0.4	0.4	1	0.1	-2.2	-2	-7	-0.8	0
CC(=O)c1sc(NC(=O)c2ccccc2F)nc1-c1ccccc1	x	-0.2	7	2.8	0.2	-3	-5	-2.9	-4
O=C(Nc1ccccc1)N1CCC(C(=O)N2CCCC(C(F)(F)F)C2)CC1 (stereo unspecified)	-1.9	0.4	4	-0.2	-0.2	4	-4	0.2	0
C/C(=N\Nc1ncc(Cl)cc1Cl)c1cccs1	x	0.4	15	-0.6	0.5	0	0	-4.7	-2
COc1ccc(C/C(N)=N/OC(=O)c2ccco2)cc1OC	x	-0.4	-1	0.1	-1.7	3	-10	1.4	-2
CN1OC[C@@H]2CN(C(=S)NCCc3ccccc3)[C@H](c3ccccc3Br)C[C@@H]21	0.3	0.4	x	x	x	-8	-6	-2.2	0
CCOc1ccc(CN(C(=O)c2cccs2)C2CCS(=O)(=O)C2)cc1 (stereo unspecified)	0.9	-1.5	6	-1.6	0.4	4	-1	-2.9	-4
COc1cccc(-c2c(C(=O)N/N=C/c3ccsc3)nnn2-c2nonc2N)c1	1.8	-0.7	3	-1.6	1.6	3	2	-5.6	3
COc1cccc(S(=O)(=O)Nc2ccc3c(c2)[C@@H]2C[C@H](CC(=O)NCCc4ccccc4)O[C@H](CO)[C@@H]2O3)c1	3.0&-2.1	-0.2	-1	x	x	-10	3	-1.2	-2
CCN1CCN(C(=O)c2cc(S(=O)(=O)Nc3ccc(S(C)(=O)=O)cc3)ccc2Cl)CC1	x	-1.4	4	0.7	0.1	0	-2	-1.1	9
CCCCC1(C(=O)OCC)NC(c2ccc(O)cc2)C2C(=O)N(c3ccccc3)C(=O)C21 (stereo unspecified)	-0.5	-4.0	1	-0.5	-0.6	u	-8	-0.5	-1
CCc1cccc(C)c1NC(=S)N1CCCC1C(=O)O (stereo unspecified)	x	-0.1	0	-0.4	-0.1	1	-1	-0.5	1
O=C(Nc1ccc2c(c1)OCCO2)C1CCN(S(=O)(=O)c2ccc3c(c2)OCCO3)CC1	2.8	2.3	-15	-0.1	-1.2	-2	-1	-0.2	1
CCOc1ccc(NC(=O)/C(C=Nc2ccccc2)=C(\C)O)cc1	-1.4	-1.2	16	-1.1	0.5	6	1	x	1

Other entries.
SMILES	Mtb BioA inh	BoNT A protease	GDH-TPI inh	PfHsp40 yeast	UGM FP inh	BoNT-F LC inh	Anthrax LF prot	FadD28 binding	Mtb FBA inh
O=S(=O)(Cc1ccccc1)N1CCN(Cc2ccc(Br)cc2)CC1	8.3	-0.5	5	-0.1	-0.7	-7	0	-4.8	-2
O=C(COC(=O)c1ccccc1Nc1ccccc1)NCc1ccco1	0.0	0.5	8	0.2	-1.9	-4	0	-1.8	-1
COc1ccc(Nc2nc3cc(C)ccc3cc2C#N)cc1	9.5	4.7	-1	-2.2	2.1	-24	21	-4.2	-1
COc1ccc(NC(=O)c2cc(-c3ccc(OC)c(OC)c3)on2)cc1OC	-2.7	-1.4	3	0.4	4.4	-4	-8	1.3	6
COc1ccc(OC)c(C(C(=O)NC2CCCCC2)N(C(=O)c2ccccn2)c2cccnc2)c1 (stereo unspecified)	-1.6	1.6	-6	-0.3	-1.4	4	2	x	1
CCN1CCCC1CN(Cc1cc2ccc(C)cc2[nH]c1=O)C(=S)Nc1cccc(OC)c1 (stereo unspecified)	-4.0	6.0	10	0.1	-2.5	4	1	-3.0	3
O=C(Cc1ccc(F)cc1)NC1CCSC1=O (stereo unspecified)	x	-1.0	1	-0.8	-1.2	-2	8	-4.4	-6
CSc1ccc(NC(=O)Nc2ccccc2C(N)=O)cc1	-1.6	-1.6	2	-1.1	-4.0	-10	-8	1.0	5
CCC(=O)Nc1ccc(C(=O)Nc2ccc(OC)cc2[N+](=O)[O-])cc1	x	-0.3	3	-2.9	1.0	-1	4	-2.8	2
COc1ccc2cc(S(=O)(=O)c3ccccc3)c(=O)oc2c1	-0.5	-0.6	36*	-0.7	-1.2	-1	-4	-2.1	+
CN(CC(=O)Nc1ccc(N2CCOCC2)cc1)C(=O)CSc1ccc(F)cc1	0.8	x	1	0.3	1.9	x	x	-3.5	-1
Cc1cccc(CN2CCC(CNC(=O)Nc3ccc(F)c(Cl)c3)CC2)c1	0.4	-2.4	5	1.2	0.4	-11	1	-7.9	2
COc1ccccc1-c1nc2c3ccccc3nc(=S)n2[nH]1	3.0	-2.4	6	-1.9	1.8	-6	-14	-2.4	1
Cc1cc(C(F)(F)F)nc(SCC(=O)NC2CCCCC2)n1	1.9	0.5	5	-2.7	2.8	-15	-5	-1.2	4
Cc1ccc(C)c(OCC(=O)NCC2COc3ccccc3O2)c1 (stereo unspecified)	-0.3	-7.0	-1	2.2	-0.3	-28	-2	-3.3	-3
OC(c1ccc(F)cc1)c1nc(-c2ccc(F)c(Cl)c2)cs1 (stereo unspecified)	2.1	-0.8	6	x	x	-4	-10	-1.8	-2
COc1ccc(C(C(=O)NC2CCCC2)N(Cc2ccc(C)cc2)C(=O)c2ccn[nH]2)cc1OC (stereo unspecified)	-1.3	-0.1	-10	2.1	1.7	0	1	-3.3	-3
C/C(=N\NC(=O)C1COc2ccccc2O1)c1cc2ccccc2o1 (stereo unspecified)	-1.8	-0.5	9	-0.7	-2.8	-6	-1	-2.2	1
COCCNC(=O)C1CCC(CNS(=O)(=O)c2ccc(F)cc2)CC1 (stereo unspecified)	6.1	-0.7	-1	-0.7	-0.8	-3	6	-0.4	-2
O=C(N/N=C/c1ccc2c(c1)OCO2)c1cc(-c2ccccc2Cl)nc2ccccc12	7.1	1.9	-4	-1.0	1.7	22	1	1.4	-1
COC(=O)C(Cc1c[nH]c2ccccc12)N1CCS(=O)(=O)CC1 (stereo unspecified)	-0.4	-1.2	2	-0.7	1.5	-4	-2	0.2	0
O=C(Nc1ccc(Oc2ncccn2)cc1)c1ccco1	0.8	-0.3	6	-1.8	-5.3	-3	1	-3.7	-1
C=CCN1C(=O)/C(=C/c2ccc(O)cc2)S/C1=N/c1nccs1	-0.2	3.5	27	0.1	-4.6	3	0	0.3	-5
CC(=O)c1cccc(N(C(=O)CNC(=O)c2ccco2)C(C(=O)NCc2ccco2)c2ccccc2)c1 (stereo unspecified)	x	0.5	0	0.0	-2.3	5	-10	-0.6	1
CCC1CN1P(=O)(c1ccccc1)N1CC1CC (stereo unspecified)	-1.1	-0.8	1	-0.7	x	-16	-4	-1.4	-2

Next compounds follow:
SMILES	Mtb BioA inh	BoNT A protease	GDH-TPI inh	PfHsp40 yeast	UGM FP inh	BoNT-F LC inh	Anthrax LF prot	FadD28 binding	Mtb FBA inh
Cc1ccc(S(=O)(=O)NC(=O)c2cccc(N(C)C)c2)cc1	-1.2	-0.1	-10	0.2	0.2	1	-1	0.3	12
CCCN(CC(=O)Nc1ccccc1C)C(=O)c1ccc(NC2CC2)c([N+](=O)[O-])c1	x	1.0	-1	-0.4	0.6	7	-3	-3.6	-7
CC[C@]12C(=O)N(C)C[C@H]([C@@H]3C(=O)N(Cc4ccccc4)C(=O)[C@@H]31)N2C(=O)c1ccc(C(C)(C)C)cc1	0.3	-0.3	-1	0.0	x	-2	-5	-0.1	-1
O=C(Nc1nnc([C@@H]2O[C@H](CO)[C@@H](O)[C@H]2O)s1)Nc1cccc2c1CCCC2	-0.2	-0.2	-9	x	x	0	3	-2.8	-1
COc1cccc(CNC(=O)C2(C)CCCN2C(=O)C(C)C)c1 (stereo unspecified)	-1.0	0.3	0	x	x	7	-8	0.3	2
CCOC(=O)c1c(-c2ccc(F)cc2)csc1NC(=O)CCN1CCOCC1	0.2	0.8	9	-0.5	-3.3	0	-2	-1.7	2
CCn1nc(C)c(CNC(=O)c2cc(COc3ccc(C)nc3)on2)c1C	-1.2	-1.9	1	-1.5	1.7	0	-2	-0.2	1
Cc1ccc(COc2ccsc2C(=O)NN)cc1	x	1.2	7	-0.9	0.3	0	-8	-4.2	-1
Cc1ccc2c(c1N)C(=O)c1ccccc1C2=O	-1.3	8.7	10	-2.5	-0.2	8	-1	-1.6	-2
CCCn1c(SCc2ccccn2)nc2c1c(=O)n(C)c(=O)n2C	0.8	-0.7	-3	0.6	0.5	2	-5	-0.4	7
O=P(C(=S)Nc1ccccc1Cl)(c1ccccc1)c1ccccc1	x	-0.3	-6	x	x	-2	-1	-2.7	0
O=C(CN1C(=O)NC(c2ccccc2)(c2ccccc2)C1=O)NCC(=O)Nc1ccc(F)cc1	-5.4	-0.2	-13	1.4	-0.2	-6	-4	-5.2	0
COC(=O)c1ccc(OCC(O)CN2CCN(C(=O)c3ccco3)CC2)c(OC)c1 (stereo unspecified)	0.7	-2.0	-5	1.2	-1.9	-4	-4	0.2	2
COc1ccc(OCC(O)Cn2cnc(-c3ccc(Br)cc3)c2)cc1 (stereo unspecified)	2.1	0.4	1	4.7	-0.8	18	2	-7.0	-2
CCOC(=O)c1oc2ccccc2c1CSc1nnnn1-c1ccc(C)cc1	-0.4	-0.3	0	1.0	1.0	-3	3	-0.8	2
CCCCn1cnc2c([nH]c3cc(OC)ccc32)c1=O	-0.2	-0.5	6	1.2	-2.9	-7	1	-2.8	3
COc1ccc2c(c1)O[C@@]1(CCCC[C@@H]1C)CC2=O	-0.9	0.1	3	-1.3	-0.1	3	9	0.8	27
c1cncc(CSc2ccc(-c3ccc4c(c3)OCO4)nn2)c1	29	0.1	10	8.2	-0.7	-2	2	-4.5	-3

Whole records, quoted from the list. Order of values: Mtb BioA inh	BoNT A protease	GDH-TPI inh	PfHsp40 yeast	UGM FP inh	BoNT-F LC inh	Anthrax LF prot	FadD28 binding	Mtb FBA inh
Shown for CCCN(CC(=O)Nc1ccccc1C)C(=O)c1ccc(NC2CC2)c([N+](=O)[O-])c1 = x	1.0	-1	-0.4	0.6	7	-3	-3.6	-7
Shown for CCn1nc(C)c(CNC(=O)c2cc(COc3ccc(C)nc3)on2)c1C = -1.2	-1.9	1	-1.5	1.7	0	-2	-0.2	1
Shown for O=C(Nc1nnc([C@@H]2O[C@H](CO)[C@@H](O)[C@H]2O)s1)Nc1cccc2c1CCCC2 = -0.2	-0.2	-9	x	x	0	3	-2.8	-1
Shown for Cc1ccc2c(c1N)C(=O)c1ccccc1C2=O = -1.3	8.7	10	-2.5	-0.2	8	-1	-1.6	-2
Shown for CCCCn1cnc2c([nH]c3cc(OC)ccc32)c1=O = -0.2	-0.5	6	1.2	-2.9	-7	1	-2.8	3
